GLP1R cytotox = qHTS of GLP-1 Receptor Inverse Agonists: Cytotox Screen; HEK293 cAMP-luciferase reporter cells, luminescence, 24 h; Potency, µM (doses to about 38.3 µM), for the others: at the top dose activity change, negative = inhibition, usual class: inhibitors; actives 0.13% (n = 410,000);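 further: loss of luciferase light is scored as toxicity; potency means the concentration at half of the fitted maximal effect; on the % scale 0 is the no-effect control and ±100 the full control effect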
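Step one: seed cells (200 cells/uL, DMEM with 10% Nu serum, 1% pen-strep). Step two: 12-hour incubation at 37 deg C. Step three: pin 23 nL compound, incubate 24 hr. Step four: add luciferase reagent, read luminescence 12 min later.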
Abeta rescue = qHTS for compounds that reverse cellular toxicity of Amyloid beta (A-beta) peptide in yeast: Primary Screen; Potency, µM (top dose mostly 46.1 µM), without a hit: top-dose growth rescue, hits mostly activators; AID 1347071, 2019; yeast expressing A-beta42, growth rescue, OD600, 48 h; response scale: 0% DMSO, 100% iron-clioquinol control; actives 0.063% (n = 410,000); further: potency means the concentration at half of the fitted maximal effect; nearly all actives have a fitted effect of over 55% in size
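Growth rescue measured by 600 nm absorbance after 48 h yeast culture at 30 C with compound. Values normalized between DMSO and an equimolar ferric chloride plus clioquinol control.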
MmCpn inh = Inhibitors of TCP-1 ring complex (TRiC) of Methanococcus maripaludis (MmCpn): qHTS; purified Mm-Cpn ATPase, ADP Transcreener TR-FRET; actives 0.031% (n = 330,000); Potency, µM (doses to about 76.9 µM), without a hit: at the highest dose activity, negative = inhibition, most hits filed as inhibitors; Chaperonin Mm-Cpn (Methanococcus maripaludis); further: potency means the concentration at half of the fitted maximal effect; on the % scale 0 is the no-effect control and ±100 the full control effect; nearly all actives have a fitted effect of over 80% in size
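Quantitative HTS used 25 nM Mm-CPN and 10 uM ATP in magnesium/KCl Tris buffer, pH 7.4, with 1 mM DTT. Hydrolysis ran 30 min at 37°C; ADP was read by HTRF.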
GLP1R inv ag = qHTS of GLP-1 Receptor Inverse Agonists (Inhibition Mode). Glucagon-like peptide 1 receptor (Homo sapiens), P43220. HEK293 GLP-1R CRE-luciferase, luminescence, 24 h; GLP-1R form is constitutively active. AID 624417, 2012. actives 1.6% (n = 410,000). Potency, µM (titrated, usually from 38.3 µM), for the others: at the top dose activity change, negative = inhibition, usual class: inhibitors; further: potency means the concentration at half of the fitted maximal effect; on the % scale 0 is the no-effect control and ±100 the full control effect; nearly all actives have a fitted effect of over 55% in size
Target sequence (P43220 whole entry, looked up): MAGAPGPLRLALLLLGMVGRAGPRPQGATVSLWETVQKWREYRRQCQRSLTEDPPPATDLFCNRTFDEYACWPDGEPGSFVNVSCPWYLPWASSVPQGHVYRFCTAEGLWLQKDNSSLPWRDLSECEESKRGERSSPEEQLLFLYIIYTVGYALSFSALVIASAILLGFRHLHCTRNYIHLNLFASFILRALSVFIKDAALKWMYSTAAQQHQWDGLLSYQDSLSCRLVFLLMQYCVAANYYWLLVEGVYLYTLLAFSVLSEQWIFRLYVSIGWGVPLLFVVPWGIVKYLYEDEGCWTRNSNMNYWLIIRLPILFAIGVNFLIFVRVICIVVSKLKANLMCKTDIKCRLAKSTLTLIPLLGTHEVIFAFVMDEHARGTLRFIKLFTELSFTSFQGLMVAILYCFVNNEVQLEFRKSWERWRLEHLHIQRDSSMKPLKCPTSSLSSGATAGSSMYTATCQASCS
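Inverse agonism was detected as reduced cAMP-driven luciferase luminescence after 24 h compound treatment. The cells were HEK293 clones expressing constitutively active human GLP-1R with the reporter. Reporter-only and GPR119 cell lines served as counterscreen controls.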
TDP43 rescue = qHTS of TDP-43 Inhibitors; TDP-43 expressing yeast growth rescue, BacTiter-Glo, 24 h; Potency, µM (highest dose often 46.1 µM), without a hit: top-dose growth rescue (activation), usual class: activators; actives 1.8% (n = 410,000); AID 652104, 2013; further: potency means the concentration at half of the fitted maximal effect; % of control where 0% means no effect; nearly all actives have a fitted effect of over 50% in size
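Cell-based yeast growth screen: TDP-43 expression induced in galactose, inoculum OD600=0.02 after raffinose pregrowth to mid-log. Read-out BacTiter-Glo luminescence at 24 hr, 30 deg C; inhibition of toxicity seen as signal increase.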
aSyn rescue = qHTS of alpha-syn Inhibitors. Yeast expressing alpha-synuclein, growth rescue, BacTiter-Glo, 24 h. Potency, µM (top dose mostly 46.1 µM), for inactives: at the top dose growth rescue (activation), hits mostly activators. actives 0.14% (n = 370,000); further: potency means the concentration at half of the fitted maximal effect; % of control where 0% means no effect; nearly all actives have a fitted effect of over 65% in size
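Rescue of yeast growth: cells expressing toxic alpha-synuclein, induced in galactose at OD600 0.02, incubated with compound 24 h at 30 C. ATP luminescence quantified growth; inhibitors of toxicity appear as activators.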
FUS yeast rescue = qHTS for Suppressors of FUS Proteinopathy: Primary screen using FUS-linked yeast assay. Potency, µM (titrated, usually from 76.6 µM), for inactives: top-dose growth rescue (activation), hits mostly activators. S. cerevisiae FUS-expressing, growth rescue, OD600, 24 h. actives 0.24% (n = 390,000);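 further: potency means the concentration at half of the fitted maximal effect; plate controls were DMSO vehicle for no effect and reference control for full effect; nearly all actives have a fitted effect of over 55% in size; some results filed as inactive show a strong effect at the top dose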
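Galactose (2%) drives FUS expression in yeast precultured in raffinose; seeding density OD 0.005. Test compounds incubated 24hr at 30C and 99% humidity before absorbance at 600 nm was measured.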
pAkt inh = HTS Assay for Inhibitors of Akt Phophorylation: Primary Screen; AID 651550, 2012; activity change, % for hits at 50 µM; Neuro2A IGF-stimulated pAkt S473 HTRF, 20 min; stronger effect = lower value; actives 0.32% (n = 360,000); in the data active means activity change below about -80%; inconclusive means mostly about -51% to -80%; further: on the % scale 0 is the no-effect control and ±100 the full control effect
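Single-point screen (50 µM final compound) in Neuro2A cells stimulated 20 min with 6 nM IGF at 37 deg C. After lysis, Ser473-phosphorylated Akt read by HTRF (ex 330 nm, em 615/665 nm) as the 665/615 ratio.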
PTHR1 ag = qHTS for PTHR1 Agonists: Primary Screen; HEK293 GP2 PTHR1 cells, GloSensor cAMP luminescence, 1 h; Parathyroid hormone/parathyroid hormone-related peptide receptor (Homo sapiens), Q03431; actives 0.075% (n = 410,000); Potency, µM (doses to about 115 µM), without a hit: top-dose activation, actives largely listed as activators; AID 743266, 2014; further: potency means the concentration at half of the fitted maximal effect; nearly all actives have a fitted effect of over 55% in size; some results filed as inactive show a strong effect at the top dose; inactives centre near -15; many of its hits are not listed in these tables
Target sequence (Q03431 whole entry, looked up): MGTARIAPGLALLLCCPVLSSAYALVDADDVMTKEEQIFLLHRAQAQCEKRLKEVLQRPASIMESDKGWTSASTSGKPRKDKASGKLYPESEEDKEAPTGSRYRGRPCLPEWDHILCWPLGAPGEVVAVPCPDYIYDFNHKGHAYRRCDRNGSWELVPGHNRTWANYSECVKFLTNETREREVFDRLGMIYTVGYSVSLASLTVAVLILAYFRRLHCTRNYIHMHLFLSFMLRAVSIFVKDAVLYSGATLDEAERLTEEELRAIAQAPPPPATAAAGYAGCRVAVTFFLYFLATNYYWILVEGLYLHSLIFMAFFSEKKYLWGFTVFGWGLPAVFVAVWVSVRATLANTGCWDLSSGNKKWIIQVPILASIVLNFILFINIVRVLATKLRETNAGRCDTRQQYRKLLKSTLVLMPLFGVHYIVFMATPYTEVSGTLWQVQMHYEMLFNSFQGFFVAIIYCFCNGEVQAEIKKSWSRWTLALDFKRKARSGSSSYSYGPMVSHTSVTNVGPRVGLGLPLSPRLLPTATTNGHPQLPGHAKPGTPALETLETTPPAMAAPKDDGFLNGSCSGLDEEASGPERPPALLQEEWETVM
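HEK-293-derived GP2 cells expressing PTHR1 and a GloSensor cAMP reporter, 3,000/well, plated overnight, given luciferin plus IBMX (each 0.5 mM as added) for 1 h at 37 °C, then compound for 1 h at 37 °C. Luminescence was read after 15 min at room temperature.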
* marks the source's active call; other numbers are inactive results; [ ] = remark or other dose. Unless noted, the call rests on the fitted dose curve; in most records, active means well fitted curve in the direction sought with a large enough effect; inconclusive means small, poorly fitted or top-dose-only effect, or another doubt; inactive means no such curve, though single readings can be large; an effect the other way counts as inactive or inconclusive. This is a subset. The share of hits here may be higher or lower than overall.

`CC(C)CC(=O)NC(=S)Nc1ccc(N2CCCC2)c(Cl)c1` gave GLP1R cytotox -73%, Abeta rescue inconclusive, MmCpn inh -1%, GLP1R inv ag inconclusive, TDP43 rescue 0%, aSyn rescue -16%, FUS yeast rescue 11%, pAkt inh inactive and PTHR1 ag inactive.
For O=C(CSc1cccc[n+]1[O-])Nc1cccc(Oc2ccccc2)c1 the results were GLP1R cytotox 1%[0.307 µM], Abeta rescue 19%, MmCpn inh 1%, GLP1R inv ag 10%[0.307 µM], TDP43 rescue 16%, aSyn rescue -1%, FUS yeast rescue 11%, pAkt inh inactive and PTHR1 ag -16%.
CCOC(=O)C1=C(c2ccccc2)NC(=O)NC1c1ccc(OC)c(OC)c1 (stereo unspecified) was read as GLP1R cytotox -4%, Abeta rescue 13%, MmCpn inh -6%, GLP1R inv ag 31%[activator], TDP43 rescue -7%[9.22 µM], aSyn rescue 3%, FUS yeast rescue 6%, pAkt inh inactive and PTHR1 ag -13%.
`CSc1ncccc1C(=O)OCC(=O)N(C)Cc1ccc(C)cc1` gave GLP1R cytotox -23%, Abeta rescue -8%, GLP1R inv ag 16%, TDP43 rescue 27%, aSyn rescue 2%, FUS yeast rescue -6%, pAkt inh inactive and PTHR1 ag -7%.
For S=c1[nH]cc(-c2ccc(Cl)cc2)n1Cc1ccccc1 the results were GLP1R cytotox inconclusive, Abeta rescue 27%, MmCpn inh -3%, GLP1R inv ag 2%, TDP43 rescue -4%, aSyn rescue -2%, FUS yeast rescue 3%, pAkt inh inactive and PTHR1 ag -12%.
Cc1cccc(C)c1Nc1nn2c(=O)c3cc4c(cc3nc2s1)OCO4 was read as GLP1R cytotox -8%, Abeta rescue 2%, GLP1R inv ag 8%, TDP43 rescue inconclusive, FUS yeast rescue 2% and PTHR1 ag -2%.
`Cc1cc(C)c(NC(=O)CN(C)C(=O)CNC(=O)c2cccs2)c(C)c1` gave GLP1R cytotox 0%, Abeta rescue -17%, MmCpn inh inconclusive, GLP1R inv ag 5%, TDP43 rescue -25%, aSyn rescue inconclusive, FUS yeast rescue -2%, pAkt inh inactive and PTHR1 ag -12%.
For Cc1ccc(S(=O)(=O)NNC(=S)Nc2cccc(C)c2C)cc1 the results were GLP1R cytotox inconclusive, Abeta rescue 28%, MmCpn inh 0%, GLP1R inv ag inconclusive, TDP43 rescue 14%, aSyn rescue 0%, FUS yeast rescue 3%, pAkt inh inactive and PTHR1 ag -24%.
`CCC1([N+](=O)[O-])COC(c2ccc(C(C)C)cc2)OC1` (stereo unspecified) gave GLP1R cytotox -6%, Abeta rescue 16%, GLP1R inv ag inconclusive, TDP43 rescue 27%, aSyn rescue 5%, FUS yeast rescue -9%, pAkt inh inactive and PTHR1 ag -11%.
For COC(=O)c1cc2c(n(Cc3ccccc3)c1=O)CCCC2=O the results were GLP1R cytotox -1%, Abeta rescue -6%, GLP1R inv ag 7%, TDP43 rescue -12%, aSyn rescue 17%, FUS yeast rescue -39%, pAkt inh inactive and PTHR1 ag 8%.
Screening O=C(NCC1CC1)c1cc(-c2ccccc2)nn1CC1CC(c2cccnc2)=NO1 (stereo unspecified) returned GLP1R cytotox 11%, Abeta rescue -2%, GLP1R inv ag -11%, TDP43 rescue 13%, aSyn rescue -2%, FUS yeast rescue -12%, pAkt inh inactive and PTHR1 ag inactive.
Cc1cc(/C=C2\SC(N)=NC2=O)c(C)n1-c1ccc(F)cc1 was read as GLP1R cytotox -5%, Abeta rescue -4%, MmCpn inh 1%, GLP1R inv ag 66%[activator], TDP43 rescue -6%, aSyn rescue -8%, FUS yeast rescue 17%, pAkt inh inactive and PTHR1 ag -24%.

2 records drawn at random from the list so far:
Cc1cc(/C=C2\SC(N)=NC2=O)c(C)n1-c1ccc(F)cc1 was read as GLP1R cytotox -5%, Abeta rescue -4%, MmCpn inh 1%, GLP1R inv ag 66%[activator], TDP43 rescue -6%, aSyn rescue -8%, FUS yeast rescue 17%, pAkt inh inactive and PTHR1 ag -24%.
Screening O=C(NCC1CC1)c1cc(-c2ccccc2)nn1CC1CC(c2cccnc2)=NO1 (stereo unspecified) returned GLP1R cytotox 11%, Abeta rescue -2%, GLP1R inv ag -11%, TDP43 rescue 13%, aSyn rescue -2%, FUS yeast rescue -12%, pAkt inh inactive and PTHR1 ag inactive.

Other structures.
CCCCn1c(N)c(N(CCOC)C(=O)C2CCN(C(=O)c3ccc(F)cc3)CC2)c(=O)[nH]c1=O was read as GLP1R cytotox -7%, Abeta rescue 9%, MmCpn inh 0%, GLP1R inv ag -2%, TDP43 rescue 16%, aSyn rescue -3%, FUS yeast rescue 1%, pAkt inh inactive and PTHR1 ag inactive.
Screening COc1ccc(C(=O)N/C(=C\c2ccccc2)C(=O)NC(CCSC)C(=O)O)cc1 (stereo unspecified) returned GLP1R cytotox 1%, Abeta rescue -2%, MmCpn inh 1%, GLP1R inv ag 42%[activator], TDP43 rescue 0%, aSyn rescue -7%, FUS yeast rescue 7%, pAkt inh inactive and PTHR1 ag inactive.
`Cc1c(CC(=O)N2CCCCC2)c(=O)oc2c(C)c(O)ccc12` gave GLP1R cytotox 50%[activator], Abeta rescue 2%, GLP1R inv ag 1%, TDP43 rescue 17%, FUS yeast rescue -11% and PTHR1 ag inactive.
`O=C(/C=C/c1ccc(F)cc1)Nc1nc2n(n1)C(c1ccc(Cl)cc1)C=C(c1ccccc1)N2` (stereo unspecified) gave GLP1R cytotox 42%[activator], Abeta rescue -10%, GLP1R inv ag 11%, TDP43 rescue 23%[9.22 µM], FUS yeast rescue 28% and PTHR1 ag -2%.
Screening CCNC(=S)N(CCc1c(C)[nH]c2ccc(C)cc12)Cc1cccs1 returned GLP1R cytotox 1%, Abeta rescue 8%, MmCpn inh -2%, GLP1R inv ag inconclusive, TDP43 rescue 0%, aSyn rescue inconclusive, FUS yeast rescue 23%, pAkt inh inactive and PTHR1 ag inactive.
`O=C(NCC(c1ccccc1)c1ccccc1)c1nn(-c2ccccc2Cl)nc1CO` gave GLP1R cytotox -13%, Abeta rescue -9%, GLP1R inv ag inconclusive, TDP43 rescue -4%, FUS yeast rescue 8% and PTHR1 ag -12%.
Cc1cc(N/N=C/c2ccc(O)cc2O)nc(N2CCOCC2)n1 was read as GLP1R cytotox -5%, Abeta rescue -10%, MmCpn inh -6%, GLP1R inv ag 65%[activator], TDP43 rescue -13%, aSyn rescue 2%, FUS yeast rescue 12%, pAkt inh inactive and PTHR1 ag inactive.
COc1cccc(C(=O)O/N=C(\N)c2ccc(C)cc2)c1 was read as GLP1R cytotox 1%, Abeta rescue -65%[inhibitor], MmCpn inh -3%, GLP1R inv ag 6%, TDP43 rescue inconclusive, aSyn rescue -57%[inhibitor], FUS yeast rescue -26%, pAkt inh inactive and PTHR1 ag -41%[inhibitor].
NS(=O)(=O)c1ccc(NC(=S)N2CCC(Cc3ccccc3)CC2)cc1 was read as GLP1R cytotox -9%, Abeta rescue -2%, MmCpn inh -5%, GLP1R inv ag inconclusive, TDP43 rescue 8%, aSyn rescue -1%, FUS yeast rescue 23%, pAkt inh inactive and PTHR1 ag -13%.
`CCOC(=O)C1=NOC(CNc2ncc(C(F)(F)F)cc2Cl)C1` (stereo unspecified) gave GLP1R cytotox -2%[7.66 µM], Abeta rescue -8%, MmCpn inh -1%, GLP1R inv ag 8%[7.66 µM], TDP43 rescue -15%[9.22 µM], aSyn rescue 0%, FUS yeast rescue 8%, pAkt inh inactive and PTHR1 ag inactive.
For COC(=O)c1c(NC(=O)c2cccc(S(=O)(=O)N3CCN(C)CC3)c2)sc(C)c1C the results were GLP1R cytotox 4%, Abeta rescue -14%, MmCpn inh -1%, GLP1R inv ag -17%, TDP43 rescue -21%, aSyn rescue -14%, FUS yeast rescue 52%, pAkt inh inactive and PTHR1 ag inactive.

Sorted by formula weight (low to high): some entries from above.
COc1cccc(C(=O)O/N=C(\N)c2ccc(C)cc2)c1 was read as GLP1R cytotox 1%, Abeta rescue -65%[inhibitor], MmCpn inh -3%, GLP1R inv ag 6%, TDP43 rescue inconclusive, aSyn rescue -57%[inhibitor], FUS yeast rescue -26%, pAkt inh inactive and PTHR1 ag -41%[inhibitor].
For COC(=O)c1c(NC(=O)c2cccc(S(=O)(=O)N3CCN(C)CC3)c2)sc(C)c1C the results were GLP1R cytotox 4%, Abeta rescue -14%, MmCpn inh -1%, GLP1R inv ag -17%, TDP43 rescue -21%, aSyn rescue -14%, FUS yeast rescue 52%, pAkt inh inactive and PTHR1 ag inactive.
CCCCn1c(N)c(N(CCOC)C(=O)C2CCN(C(=O)c3ccc(F)cc3)CC2)c(=O)[nH]c1=O was read as GLP1R cytotox -7%, Abeta rescue 9%, MmCpn inh 0%, GLP1R inv ag -2%, TDP43 rescue 16%, aSyn rescue -3%, FUS yeast rescue 1%, pAkt inh inactive and PTHR1 ag inactive.
